p53 reactivator – re-activators of mutant p53 | 320,000 tested, 0.063% active | Potency, µM (top dose mostly 92.2 µM), without a hit: at the top dose activity change, positive = activation, actives largely listed as activators | AID 504706 | H1299 p53-A138V BP100-luciferase reporter, luminescence, 24 h; note: % of control where 0% means no effect; nearly all actives have a fitted effect of over 45% in size
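H1299 (p53-null), stable ts p53-A138V + BP100-Luc; 1000 cells/well, Opti-MEM/10% FBS; cpd 4 pt, 1:5; 24 h, 37 deg C, 5% CO2; detection reagent 10 min RT; luminescence.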
RORgamma inh – blocks mouse ROR gamma transcriptional activity | P51450 | Drosophila S2 Gal4-RORgamma UAS-luciferase reporter, 20 h | Potency, µM (top dose mostly 53.6 µM), for inactives: at the highest dose activity change, negative = inhibition, usual class: inhibitors | 310,000 tested, 5.4% active; note: % is set by controls: 0 for no effect and ±100 for the full control effect; nearly all actives have a fitted effect of over 60% in size
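Read-out: Photinus luciferase luminescence; inhibitors lower reporter signal. Insect Schneider cells with Gal4-ROR gamma fusion under metallothionein promoter, UAS reporter; 700 uM final copper sulfate induction, 20 hr, ambient temperature.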
Rab9 promoter act – activators of Rab9 promoter; Huh7 Rab9 promoter-luciferase reporter, luminescence, 24 h; Potency, µM (highest dose often 9.22 µM), for inactives: at the top dose activation, negative = inhibition, usual class: activators; 320,000 tested, 2.8% active; note: % of control where 0% means no effect; nearly all actives have a fitted effect of over 60% in size
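Promoter activation is measured as luciferase luminescence in Huh7 cells stably transfected with a Rab9 promoter–luciferase construct, following 24 h compound exposure at 37 °C and 10 min reagent incubation at ambient temperature.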
BRCA1 expr act – BRCA1 expression activation | MCF7-BRCA1-FFLuc reporter, luminescence, 48 h; response scale: scaled: vehicle 0%, 10 µM genistein 100% | Potency, µM (doses to about 46.1 µM), without a hit: at the top dose activation, most hits filed as activators | 380,000 tested, 1.1% active | AID 624202; note: nearly all actives have a fitted effect of over 80% in size; some results filed as inactive show a strong effect at the top dose
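First, MCF7-BRCA1-FFLuc cells (2000/well) attach for 2 h; next, compounds are pin-added and incubated 48 h at 37 °C; finally, luciferase reagent is added and luminescence read after 15 min.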
FLuc modulator – counter-screen for miR-21 project: firefly luciferase inhibitors or activators | P08659 | purified FLuc, Km substrates, luminescence inhibition | Potency, µM (highest dose often 57.5 µM), without a hit: at the top dose activity change, negative = inhibition, usual class: inhibitors | 360,000 tested, 6.9% active;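 note: plate controls were vehicle for no effect and reference inhibitor for full effect; nearly all actives have a fitted effect of over 55% in size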
Target sequence (P08659 whole entry, looked up): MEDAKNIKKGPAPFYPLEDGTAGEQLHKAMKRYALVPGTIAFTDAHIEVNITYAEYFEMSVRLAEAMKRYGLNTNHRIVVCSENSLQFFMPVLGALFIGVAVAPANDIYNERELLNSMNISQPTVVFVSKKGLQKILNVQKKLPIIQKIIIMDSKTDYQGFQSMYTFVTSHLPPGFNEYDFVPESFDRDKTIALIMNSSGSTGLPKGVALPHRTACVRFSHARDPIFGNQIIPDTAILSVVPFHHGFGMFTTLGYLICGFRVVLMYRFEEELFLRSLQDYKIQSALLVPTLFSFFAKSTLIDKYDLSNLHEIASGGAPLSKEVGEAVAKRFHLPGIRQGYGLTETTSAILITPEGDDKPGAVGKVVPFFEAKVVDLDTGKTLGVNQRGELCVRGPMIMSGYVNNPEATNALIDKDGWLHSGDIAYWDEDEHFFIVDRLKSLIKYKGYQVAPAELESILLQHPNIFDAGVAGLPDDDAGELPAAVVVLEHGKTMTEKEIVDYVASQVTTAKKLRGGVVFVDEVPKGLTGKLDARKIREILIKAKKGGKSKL
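Purified P. pyralis luciferase, 10 nM final, with Km-level 10 uM D-luciferin and 10 uM ATP in 50 mM Tris acetate pH 7.5, 10 mM Mg acetate, 0.01% Tween-20, 0.05% BSA; 6-point qHTS titration about 60 µM downward; luminescence read.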
ELG1 genotoxic – genotoxicity induction in ELG1-luciferase HEK293T cells; HEK293T ELG1-luciferase reporter, luminescence, 16 h; Potency, µM (highest dose often 46 µM), for inactives: top-dose activity change, positive = activation, most hits filed as activators; 330,000 tested, 1.3% active; AID 504466; note: % of control where 0% means no effect; nearly all actives have a fitted effect of over 60% in size
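Reporter readout depends on ELG1 protein level, which increases with genetic stress. After 16 hr compound exposure at 37 °C, luciferase activity was quantified using ONE-Glo.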
NPC1 promoter act – activates the NPC1 promoter | Huh7 NPC1 promoter luciferase reporter, 24 h | Potency, µM (highest dose often 9.22 µM), for the others: at the highest dose activation, most hits filed as activators | 320,000 tested, 2.4% active | AID 485313;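 note: % of control where 0% means no effect; nearly all actives have a fitted effect of over 60% in size; reporter is driven by a mutant NPC1 promoter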
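Stably transfected Huh7 (NPC1 promoter→luciferase), 1500 cells/well in Opti-MEM + 10% FBS, 2 h settle, then compound 24 h at 37 °C. Luminescence after 10 min with Amplite reagent.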
uPA surface inh – cell surface uPA generation inhibition. AID 540303. 330,000 tested, 0.31% active. cell surface uPA generation assay, qHTS. Potency, µM (series often up to 38.3 µM), for inactives: at the highest dose activity change, negative = inhibition, actives largely listed as inhibitors; active = well fitted inhibition curve with a large enough effect; inconclusive = small, poorly fitted or top-dose-only effect; inactive = no such curve, though single readings can be large or run the other way; tested in mouse RAW 264.7 cells; note: % is set by controls: 0 for no effect and ±100 for the full control effect; nearly all actives have a fitted effect of over 55% in size
MBNL1-CUG inh – blocks human MBNL1 binding to CUG repeat RNA; Q9NR56; TR-FRET MBNL1-His/biotin-(CUG)12 binding, 665/545 ratio; Potency, µM (top dose mostly 57.5 µM), for inactives: at the highest dose activity change, negative = inhibition, most hits filed as inhibitors; 280,000 tested, 0.036% active; AID 2675; active = well fitted inhibition curve with a large enough effect in the signal ratio, with a control signal flat, not every such curve was filed as active; inconclusive = small, poorly fitted or top-dose-only effect, or effect the other way, or a change in a side signal; inactive = no such curve, though single readings can be large or run the other way; the % refers to the signal ratio; note: % is set by controls: 0 for no effect and ±100 for the full control effect
Target sequence (Q9NR56 whole entry, looked up): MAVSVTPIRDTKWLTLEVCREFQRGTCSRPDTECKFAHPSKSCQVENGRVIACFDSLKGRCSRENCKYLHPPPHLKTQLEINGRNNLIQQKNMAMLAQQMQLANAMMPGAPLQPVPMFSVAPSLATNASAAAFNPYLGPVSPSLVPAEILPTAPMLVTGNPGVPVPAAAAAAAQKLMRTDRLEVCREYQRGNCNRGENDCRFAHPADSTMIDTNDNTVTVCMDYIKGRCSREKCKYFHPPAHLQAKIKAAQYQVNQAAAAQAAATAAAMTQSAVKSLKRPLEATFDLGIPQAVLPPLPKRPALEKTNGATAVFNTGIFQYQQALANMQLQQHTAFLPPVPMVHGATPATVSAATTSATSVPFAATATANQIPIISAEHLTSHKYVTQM
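MBNL1-His + Biotin-(CUG)12, cpd titration 92 nM–58 uM; Tb anti-His Ab 0.055 ng/ul, SA-XL665 5 nM (final); 60 min RT; ratiometric 665/545 nm, Ex 340 nm; normalized to buffer and full-complex controls.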
VP16 counter – inhibits Gal4-VP16 luciferase reporter, ROR gamma counter-screen | Drosophila S2 Gal4-VP16 UAS-luciferase, luminescence, 20 h | 310,000 tested, 3.5% active | Potency, µM (top dose mostly 53.6 µM), for inactives: at the top dose activity, negative = inhibition, hits mostly inhibitors;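 note: Gal4-VP16 expression switched on by copper sulfate through the metallothionein promoter; % is set by controls: 0 for no effect and ±100 for the full control effect; nearly all actives have a fitted effect of over 50% in size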
Active calls of the source: *; u = inconclusive; x = not tested or not shown; [ ] = dose if it differs, or a comment. Unless noted, calls come from the whole dose curve; as a rule, active = well fitted curve in the direction sought with a large enough effect; inconclusive = small, poorly fitted or top-dose-only effect, or another doubt; inactive = no such curve, though single readings can be large; an effect the other way counts as inactive or inconclusive. Potency is the fitted concentration of half-maximal effect.

SMILES	p53 reactivator	RORgamma inh	Rab9 promoter act	BRCA1 expr act	FLuc modulator	ELG1 genotoxic	NPC1 promoter act	uPA surface inh	MBNL1-CUG inh	VP16 counter
COC(=O)C(CCSC)NC(=O)c1cn(-c2ccc(OC)cc2)c(=O)c2ccccc12 (stereo not drawn)	-6%	6%	-2%	11%	1%	0%	3%	-7%	-5%	3%
CCOc1ccc(NC(=S)NCCN2CCN(Cc3ccccc3)CC2)cc1	12%	11µM*	1%	1%	3%	-6%	-8%	3%	-6%	u
O=C(Nc1nccs1)c1ccc(S(=O)(=O)NCc2cccs2)cc1	12%	u	3%	1%	-18%	-13%	14%	-13%	-9%	u
Cc1ccc(NC(=O)C2c3ccccc3Oc3ccccc32)nc1	-2%	-18%	-1%	-2%	2%	-1%	0%	-8%	4%	13%
COc1ccc(-c2cc(C(=O)N3CC(C)CC(C)C3)c3ccccc3n2)cc1 (stereo not drawn)	2%	x	-5%	2%	u	-1%	2%	-3%	x	x
O=C(CCc1ccccc1)Nc1cc2c(cc1Cl)OCCO2	u	12%	3.2µM*	u	11µM*	u	3.5µM*	4%	1%	-22%
Cc1cccc(N2CCN(C(=O)c3cccc(NC4=NC5CS(=O)(=O)CC5S4)c3)CC2)c1C (stereo not drawn)	x	13%	-8%	-25%	0%	-1%	-2%	-11%	3%	-1%
O=C(O)c1c(Cl)c(Cl)c(Cl)c(Cl)c1C(=O)N1CCCCCC1	1%	-10%	-10%	4%	-1%	1%	-9%	-1%	u	-4%
CCN(CC)C(=O)[C@H]1CC(CC(=O)NCCc2ccccn2)C(=O)N2CCc3c([nH]c4ccc(OC)cc34)[C@]12C (stereo partly drawn)	-6%	x	x	-9%	x	3%	x	-14%	x	x
COc1ccc(/C(O)=C2\C(=O)C(=O)N(CCN3CCOCC3)C2c2ccccc2OC)cc1 (stereo not drawn)	11%	-15%	-1%	-5%	1%	1%	0%	6%	6%	-6%
O=C(Nc1ccc(C(=O)O)cc1)/C(=C\c1ccco1)NC(=O)c1ccco1	5%	-1%	1%	9%	0%	0%	-2%	0%	8%	-8%
O=S(=O)(Cc1ccc(Cl)cc1)Nc1ccc2c(c1)OCO2	28%	-4%	-4%	3%	0%	2%	0%	1%	-1%	-6%
O=C(NCCN1CCOCC1)Nc1ccc(Cl)cc1Cl	1%	1%	0%	36%	-5%	19%	-3%	3%	-3%	5%
CC1Cc2ccccc2N1C(=O)COC(=O)c1ccc(Cl)c(S(=O)(=O)N2CCOCC2)c1 (stereo not drawn)	-2%	x	-6%	-24%	-1%	-2%	-3%	-2%	x	x
Cc1c(C)c(C)c(CO/N=C/c2cccs2)c(C)c1C	-9%	-2%	-6%	-20%	1%	-6%	1%	3%	10%	-1%
CCOC(=O)c1cc2sccc2n1Cc1ccc(C#N)cc1	-14%	43%	-5%	-1%	4%	17%	-2%	-17%	-5%	-7%
COc1ccc(NC(=O)c2ccco2)cc1S(=O)(=O)N1CCCCC1	-14%	18%	0%	-20%	-1%	1%	0%	-1%	-10%	6%
O=C(CSc1nc(=O)n(CCN2CCOCC2)c2c1CCCC2)Nc1ccc(F)cc1F	-8%	x	-3%	16%	6%	2%	0%	-2%	x	x
CC(C)CC(=O)Nc1c2c(nn1-c1ccc(F)cc1)CS(=O)C2 (stereo not drawn)	7%	-4%	-5%	7%	0%	0%[9.26 µM]	1%	-2%	-7%	-3%
CCN(CC)c1ccc(Nc2cc3n(c(=O)n2)CCc2cc(OC)c(OC)cc2-3)cc1	-4%	-12%	17%	-76%	24µM*	0%	1%	-9%	u	4%
CCCCOCCCNCC(=O)Nc1ccc(S(N)(=O)=O)cc1	-4%	35%	-3%	-9%	2%	2%	-4%	-2%	-1%	3%
O=C1N=C(N2CCCC2C(=O)O)S/C1=C\c1ccco1 (stereo not drawn)	-1%	-8%	-4%	-17%	-12%	2%	-2%	9%	u	6%
Cc1cccc2c1N(CCCOc1ccc(C(C)(C)C)cc1)C(=O)C2=O	4%	-38%	-9%	-30%	u	-3%	0%	u	-2%	u
Cc1nc2sc(C(=O)O)c(N)c2c2c1COC(C)(C)C2	-2%	u	4%	1%	3%	0%	8%	2%	-8%	-3%
Cc1cc(NCc2ccco2)n2c(nc3ccccc32)c1C#N	-3%	39%	-5%	-11%	2%	-10%	5%	1%	40%[activator]	17%

Other structures follow:
SMILES	p53 reactivator	RORgamma inh	Rab9 promoter act	BRCA1 expr act	FLuc modulator	ELG1 genotoxic	NPC1 promoter act	uPA surface inh	MBNL1-CUG inh	VP16 counter
CC(C)(C)C1CCc2nc(NC(=O)Cc3cn4ccsc4n3)sc2C1 (stereo not drawn)	u	3%	27%	75%	x	12%	20%	5%	6%	-27%
Cc1ccc(NC(=O)c2ccc3nc[nH]c3c2)nc1	-1%	-3%	1%	u	2%	10%	3%	-13%	u	1%
Cc1ccc(S(=O)(=O)N2CCN(c3ncnc4sccc34)CC2)cc1	-14%	u	-21%	-47%	3%	-10%	-24%	u	-1%	5µM*
O=C(CSc1n[nH]c(-c2ccncc2)n1)Nc1ccc(F)cc1	-6%	-8%	-7%	0%	-3%	-1%	-1%	3%	1%	-3%
COc1ccc(C2c3c4c(n(C)c3CCN2C)CCN(C)C4c2ccc(OC)cc2)cc1 (stereo not drawn)	4%	18%	-2%	1%	1%	0%	-3%	x	-8%	0%
C[C@H](CO)N1C[C@H](C)[C@@H](CN(C)Cc2ccncc2)Oc2c(NS(=O)(=O)c3ccc(Cl)cc3)cccc2C1=O	-5%	x	x	-8%	x	3%	x	-3%	x	x
COc1ccc(S(=O)(=O)N2CCN(C)CC2)cc1NC(=O)c1ccccc1C	-9%	-21%	-5%	2%	1%	0%	1%	2%	-9%	-7%
COc1ccc(NC(=S)N(CCN2CCOCC2)C2CCN(C(C)=O)CC2)cc1Cl	-1%	-3%	-8%	-6%	1%	-4%	-1%	-2%	-17%	0%[10 µM]
COc1cc(C2=NOC(C(=O)Nc3ccc4c(c3)OCO4)C2)cc(OC)c1OC (stereo not drawn)	1%	8%	8%	42%	u	3%	3%	6%	6%	-11%
CN(C)S(=O)(=O)c1ccc(N2CCCC2)c(C(=O)Nc2ccc(F)cc2F)c1	-2%	x	2%	-4%	8%	2%	2%	-4%	x	x
N#CCSc1ccccc1NC(=O)CN1C(=O)C2CC=CCC2C1=O (stereo not drawn)	-3%	x	7%	0%	0%	0%	-3%	-1%	x	x
NC(=O)c1cc(N2C(=O)C3CC=CCC3C2=O)ccc1N1CCCCC1 (stereo not drawn)	3%	19%	0%	-3%	2%	-1%	-3%	2%	5%	-5%

In the list so far, these have four or more nitrogen atoms.
SMILES	p53 reactivator	RORgamma inh	Rab9 promoter act	BRCA1 expr act	FLuc modulator	ELG1 genotoxic	NPC1 promoter act	uPA surface inh	MBNL1-CUG inh	VP16 counter
CCOc1ccc(NC(=S)NCCN2CCN(Cc3ccccc3)CC2)cc1	12%	11µM*	1%	1%	3%	-6%	-8%	3%	-6%	u
Cc1cccc(N2CCN(C(=O)c3cccc(NC4=NC5CS(=O)(=O)CC5S4)c3)CC2)c1C (stereo not drawn)	x	13%	-8%	-25%	0%	-1%	-2%	-11%	3%	-1%
CCN(CC)C(=O)[C@H]1CC(CC(=O)NCCc2ccccn2)C(=O)N2CCc3c([nH]c4ccc(OC)cc34)[C@]12C (stereo partly drawn)	-6%	x	x	-9%	x	3%	x	-14%	x	x
O=C(CSc1nc(=O)n(CCN2CCOCC2)c2c1CCCC2)Nc1ccc(F)cc1F	-8%	x	-3%	16%	6%	2%	0%	-2%	x	x
CCN(CC)c1ccc(Nc2cc3n(c(=O)n2)CCc2cc(OC)c(OC)cc2-3)cc1	-4%	-12%	17%	-76%	24µM*	0%	1%	-9%	u	4%
Cc1cc(NCc2ccco2)n2c(nc3ccccc32)c1C#N	-3%	39%	-5%	-11%	2%	-10%	5%	1%	40%[activator]	17%
CC(C)(C)C1CCc2nc(NC(=O)Cc3cn4ccsc4n3)sc2C1 (stereo not drawn)	u	3%	27%	75%	x	12%	20%	5%	6%	-27%
Cc1ccc(NC(=O)c2ccc3nc[nH]c3c2)nc1	-1%	-3%	1%	u	2%	10%	3%	-13%	u	1%
Cc1ccc(S(=O)(=O)N2CCN(c3ncnc4sccc34)CC2)cc1	-14%	u	-21%	-47%	3%	-10%	-24%	u	-1%	5µM*
O=C(CSc1n[nH]c(-c2ccncc2)n1)Nc1ccc(F)cc1	-6%	-8%	-7%	0%	-3%	-1%	-1%	3%	1%	-3%
C[C@H](CO)N1C[C@H](C)[C@@H](CN(C)Cc2ccncc2)Oc2c(NS(=O)(=O)c3ccc(Cl)cc3)cccc2C1=O	-5%	x	x	-8%	x	3%	x	-3%	x	x
COc1ccc(NC(=S)N(CCN2CCOCC2)C2CCN(C(C)=O)CC2)cc1Cl	-1%	-3%	-8%	-6%	1%	-4%	-1%	-2%	-17%	0%[10 µM]

Source: PubChem
